# High-throughput results deposited in PubChem BioAssay by several laboratories.
# TNAP inh noacc = human TNAP enzyme inhibitors, primary screen, biochemical, luminescent, no phosphate acceptor, uHTS; Alkaline phosphatase, tissue-nonspecific isozyme (Homo sapiens), P05186; purified TNAP, CDP-star luminescence, 30 min; inhibition, % at 20 µM; hit rate 0.26% among 200,000;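 active = tissue-nonspecific alkaline phosphatase inhibition above about 50% at 20 µM in the single-dose screen, limit read from the data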;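 note: 0% = DMSO negative control and 100% = EDTA positive control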
# TNAP act hi DEA = TNAP activators at high phosphate acceptor level, primary screen, biochemical, luminescence, uHTS | 200,000 tested, under 10 active | purified TNAP, CDP-star luminescence, 1 M DEA, 30 min; stronger effect = higher value; 0 = EDTA background, 1 = DMSO-only activity | activation factor at 20 µM;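 active = activation factor at least 2 at 20 µM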
#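 Dosing: 20 µM single point. System: human TNAP. Amount: TNAP 1/800 final. Incubation: 30 min, room temperature. Read-out: TNAP activation factor scaled between EDTA and DMSO control wells. Signal: luminescence from CDP-star hydrolysis. Medium: 1 M DEA, pH 9.8, Mg2+, Zn2+. Control set: EDTA negative control, DMSO positive control.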
# bIAP act = bovine intestinal alkaline phosphatase activators, primary screen, biochemical, bovine IAP, CDP-star luminescence; alkaline phosphatase, intestinal [Bos taurus]; purified bovine IAP, 30 min; stronger effect = higher value; fold of DMSO-control signal, blank-subtracted; activation factor at 20 µM; hit rate 0.17% among 200,000; AID 1016, 2008;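 active = activation factor of 2 or more at 20 µM, a signal rise over negative controls twice the positive control's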
# TNAP inh hiacc = human TNAP enzyme inhibitors, primary screen, biochemical, luminescent, high phosphate acceptor level, uHTS | Alkaline phosphatase, tissue-nonspecific isozyme (Homo sapiens), P05186 | purified TNAP, CDP-star luminescence, 1 M DEA | inhibition, % at 20 µM | hit rate 0.03% among 200,000 | AID 1135, 2008;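 active = over 50% inhibition of tissue-nonspecific alkaline phosphatase at 20 µM in the single-dose screen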;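 note: plate controls were DMSO wells for no effect and EDTA-quenched wells as full inhibition for full effect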
# NF-kB expr up = activators of NF-kB expression in neurons, primary screen, cell-based, HTS; human neuronal cells, NF-kB reporter expression; stronger effect = higher value; fold change at 12.5 µM; hit rate 1.6% among 190,000; in the data active = fold change above about 3.3
# FLuc inh counter = firefly luciferase enzyme inhibitors, primary screen, artefact control for luciferase-based inhibitor screens, biochemical, luminescence, ATPLite. 10 min. inhibition, % at 10 µM. hit rate 1.5% among 200,000. AID 1006, 2008;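 active = inhibition above about 50% when tested at 10 µM, limit read from the data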
# Target sequence (P08659 whole entry, looked up): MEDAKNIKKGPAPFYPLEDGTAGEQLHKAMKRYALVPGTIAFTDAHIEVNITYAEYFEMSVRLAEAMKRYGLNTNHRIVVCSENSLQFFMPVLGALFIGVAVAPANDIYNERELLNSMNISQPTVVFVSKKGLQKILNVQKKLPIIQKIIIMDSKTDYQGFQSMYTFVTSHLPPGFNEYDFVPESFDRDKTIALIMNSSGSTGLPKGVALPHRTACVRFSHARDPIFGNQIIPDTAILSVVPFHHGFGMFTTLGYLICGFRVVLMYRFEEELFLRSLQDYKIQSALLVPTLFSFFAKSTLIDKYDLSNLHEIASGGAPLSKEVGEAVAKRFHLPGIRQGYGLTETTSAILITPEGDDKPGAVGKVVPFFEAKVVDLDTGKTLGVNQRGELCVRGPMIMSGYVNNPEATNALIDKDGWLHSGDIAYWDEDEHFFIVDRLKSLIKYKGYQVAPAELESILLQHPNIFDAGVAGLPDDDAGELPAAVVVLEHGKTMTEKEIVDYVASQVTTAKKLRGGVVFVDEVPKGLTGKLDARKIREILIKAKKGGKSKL
# FLuc stim CS = FLuc activators, initial screening, artefact control for FLuc-dependent activation tests, biochemical, ATPlite luminescence. Luciferin 4-monooxygenase (Photinus pyralis), P08659. ATPlite luciferase biochemical, 10 min; 0 = ATP-free wells, 1 = DMSO control. activation factor at 10 µM. 200,000 tested, under 10 active;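 active = luciferase activation factor, scaled between plate controls, of at least 2 with compound at 10 µM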
#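 Assay system – cell-free luciferase reagent · Medium – PBS-based ATP solution · Dosing – test compounds dosed from 2 mM stocks in 100% DMSO · Timing – 10 min, room temperature · Technique – light output (luminescence) · Measure – luminescence gain marking luciferase activators · Controls – No-ATP low control, compound-free enzyme-plus-ATP high control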
# PMI act = activators of human PMI, primary screen, biochemical, fluorescence intensity, near-Km mannose 6-phosphate; activation factor at 20 µM; Mannose-6-phosphate isomerase (Homo sapiens), P34949; AID 1214, 2008; hit rate 0.005% among 190,000; purified human PMI, coupled resazurin fluorescence, 20 min; stronger effect = higher value; 1 = vehicle control, 0 substrate-free wells;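 active = activation factor of 2 or more at 20 µM, relative to plate controls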
# Target sequence (P34949 whole entry, looked up): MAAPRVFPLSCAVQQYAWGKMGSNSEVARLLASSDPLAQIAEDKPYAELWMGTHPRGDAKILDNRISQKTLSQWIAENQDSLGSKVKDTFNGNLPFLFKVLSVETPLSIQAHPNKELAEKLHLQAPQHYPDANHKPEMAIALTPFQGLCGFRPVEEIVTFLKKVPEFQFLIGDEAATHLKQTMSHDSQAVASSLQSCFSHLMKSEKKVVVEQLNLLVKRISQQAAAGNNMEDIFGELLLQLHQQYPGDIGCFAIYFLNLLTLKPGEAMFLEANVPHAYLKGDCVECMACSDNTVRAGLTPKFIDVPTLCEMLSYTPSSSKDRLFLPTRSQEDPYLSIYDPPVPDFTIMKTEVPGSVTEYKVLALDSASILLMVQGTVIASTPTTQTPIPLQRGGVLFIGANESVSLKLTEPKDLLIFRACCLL
# APP 5'UTR act = activators of APP 5'UTR luciferase reporter, primary screen, SH-SY5Y cells; activation, % at 2 µM; hit rate 1% among 190,000; SH-SY5Y APP 5'UTR luciferase reporter, luminescence; zero percent = DMSO vehicle wells;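 active = activation above a set limit, based on mean plus 3 SD of controls, cut at about 140% in these data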; note: values of inactives mirror those of a sister screen read the other way
# PMI act hi M6P = human PMI activators, high substrate, primary screen, biochemical, fluorescence intensity, near-saturating mannose 6-phosphate; Mannose-6-phosphate isomerase (Homo sapiens), P34949; coupled PMI enzyme assay, resazurin fluorescence, 20 min; stronger effect = higher value; 1 = untreated enzyme, 0 = substrate-free blank; activation factor at 20 µM; hit rate 0.34% among 190,000; AID 1216, 2008;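 active = activation factor of 2 or more at 20 µM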
#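 Test system: human PMI in coupled enzyme assay; Input: PMI at 15 ng/mL final; Medium: HEPES buffer, pH 7.4; Schedule: 20 min incubation at room temperature; Technique: resorufin fluorescence at Ex 544/Em 590 nm; Compound: 20 µM single dose; Probe or stimulus: Near-saturating mannose-6-phosphate, 1.0 mM.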
# An asterisk follows results filed as active; x = no result given; & = joins results of further samples.
# Values in the order – TNAP inh noacc	TNAP act hi DEA	bIAP act	TNAP inh hiacc	NF-kB expr up	FLuc inh counter	FLuc stim CS	PMI act	APP 5'UTR act	PMI act hi M6P
1	COc1ccc(Cl)cc1NC(=O)NC1CCCCC1
 : -2	1.1	0.9	-8	1	-4	1	1	-9	1
2	COc1ccc(CN2CCNC(=O)C2CC(=O)N(C)Cc2ccccn2)cc1OC (stereo not given)
 : -5	1	1.1	-2	1.1	1	1	1	-12	0.9
3	Cc1cc(-n2c(C)cc(C(=O)CCl)c2C)no1
 : -16	1.1	1	-7	1	-3	1	1.2	-13	1
4	CCCCCN(C(=O)NC(=O)Nc1ccc(C)cc1C)S(C)(=O)=O
 : -6	1	0.9	-1	1.1	-4	1	1	13	1
5	COc1ccc(-c2cc(=O)c3c(OC)c(OC)c(OC)c(OC)c3o2)cc1OC
 : -2&-12	1&1	1&1.1	-1&-4	0.34	1&-7	1&1.1	0.9&1	-7	1&1
6	COC(=O)Cn1c2ccc(C)cc2c2nc(C)sc21
 : -8	1	1	-4	0.89	1	1	0.9	10	0.5
7	CNC(=O)COc1ccc(Cl)c2cccnc12
 : 1	1	1.1	4	1.1	2	1	1.3	-14	0.7
8	Cc1nn(C)c(Oc2ccc(Cl)cc2)c1C(=O)O
 : -7	1	0.9	-4	0.91	-2	1	1	2	0.9
9	CCC(CO)NCc1sccc1C (stereo not given)
 : -5	1	1	0	0.99	-6	1.1	x	-9	x
10	CCCCn1nnnc1NCc1cc(OC)c(OC)cc1OC
 : -16	1	1	-5	0.89	-3	1	1.1	12	1.1
11	COCc1cc(/C=N\NC(=O)COc2ccccc2)ccc1OC
 : 0	1	1.2	-1	1	-1	1	1.1	-11	1
12	CC1(C)CC2CC(C)(CN2C(=O)NC(=O)c2ccccc2)C1 (stereo not given)
 : -17	1	1	1	1.1	-5	1.1	0.9	7	0.9
13	CCOc1ccc(CCNC(=O)C2CCCN(S(=O)(=O)c3c(C)n[nH]c3C)C2)cc1OCC (stereo not given)
 : 19	1	1.2	-4	0.97	-3	1	1	-2	1
14	Cn1c(=O)c2c(nc(SCC(=O)O)n2Cc2cccc(C(F)(F)F)c2)n(C)c1=O
 : -13	1	1	-4	0.91	-5	1.1	0.9	5	1.1
15	COCC(=O)Nc1ccc(C(C)C)cc1
 : -7	1.1	0.9	-5	1.4	38	0.6	1	84	1.1

# Profiles from above. Screens in order: TNAP inh noacc, TNAP act hi DEA, bIAP act, TNAP inh hiacc, NF-kB expr up, FLuc inh counter, FLuc stim CS, PMI act, APP 5'UTR act, PMI act hi M6P
# CCC(CO)NCc1sccc1C (stereo not given) is listed as -5, 1, 1, 0, 0.99, -6, 1.1, x, -9, x
# COC(=O)Cn1c2ccc(C)cc2c2nc(C)sc21 is listed as -8, 1, 1, -4, 0.89, 1, 1, 0.9, 10, 0.5
# Cc1nn(C)c(Oc2ccc(Cl)cc2)c1C(=O)O is listed as -7, 1, 0.9, -4, 0.91, -2, 1, 1, 2, 0.9
# COCC(=O)Nc1ccc(C(C)C)cc1 is listed as -7, 1.1, 0.9, -5, 1.4, 38, 0.6, 1, 84, 1.1

# Other records
# Values in the order – TNAP inh noacc	TNAP act hi DEA	bIAP act	TNAP inh hiacc	NF-kB expr up	FLuc inh counter	FLuc stim CS	PMI act	APP 5'UTR act	PMI act hi M6P
16	CC(=O)Nc1ccc(S(=O)(=O)N(C)c2ccccc2)cc1
 : -10	1	1	-4	1	-3	1	1.1	11	1.1
17	O=C(O)c1cc(NCc2cccs2)ccc1N1CCOCC1
 : 0	1.1	1.1	-8	1.1	-10	1.1	1.1	9	1
18	CCc1ccc(C(=O)COC(=O)CNC(=O)c2ccco2)cc1
 : -7	1	1	-4	1.4	1	1	1.1	-11	1.1
19	CCN1CCN(CC(=O)Nc2ccccc2)C(=O)C1=O
 : -7	1	1	1	1	-1	1	0.9	-8	0.9
20	COc1ccc(NC(=S)NCCNC(C)=O)cc1
 : -6	1.1	1	-6	x	-4	1	0.9	1	0.9
21	COc1cccc(NC(=O)Nc2ccc(Cc3ccncc3)cc2)c1
 : -25	1	1	1	1.2	7	0.9	0.7	-1	0.9
22	c1ccc(CSc2nnnn2-c2cccc3ccccc23)nc1
 : -8	1	0.9	-2	1	0	1	0.9	-14	0.9
23	CC(C)c1nc2ccccn2c1NC1CCCCC1
 : -5	1	1	-4	1.1	-6	1.1	0.9	-3	0.9
24	COc1ccc(NC(=O)CSc2nnc(CNc3ccc(C)cc3)n2C)cc1
 : -8	1	1	-2	1.2	1	1	1	7	1.1
25	Cc1ccc(NCc2nnc(SCC(=O)Nc3nnc(C)s3)n2C)cc1
 : -4	1	1.2	-4	1.1	-9	1.1	1	-11	0.9
26	CCN=c1scc(C)n1/N=C/c1cc(Br)c(O)c(Br)c1
 : 2	1	1.1	-2	1.3	7	0.9	1.2	15	1.1
27	O=C(Nc1nc2ccccc2[nH]1)c1ccc([N+](=O)[O-])cc1
 : -8	1	0.9	-2	3	51*	0.5	1	190*	1
28	CCCn1c(SCC(=O)Nc2nnc(CC)s2)nnc1-c1ccco1
 : -5	1	1	-1	1	-7	1.1	1	-10	1
29	CCOC(=O)c1cnc(SCC(C)C)nc1N
 : 0	1	1	-1	4.7*	14	0.9	1	146*	1
30	CC(OC(=O)C1CCCCC1)c1nc2ccccc2[nH]1 (stereo not given)
 : -34	1	0.9	-1	0.97	-8	1.1	0.9	x	1
31	CN(C)S(=O)(=O)c1ccccc1C#N
 : -7	1	0.9	-3	1.1	-4	1	0.9	-12	0.9
32	Cc1ccc(NC(=O)c2ccc(COc3ccc4c(c3)CCC4)cc2)c(C)c1
 : -9	1	1	4	0.96	-4	1	1	-6	1
33	CN(C)CCCNc1ncnc2c1cnn2-c1ccccc1
 : -16	1.1	1	-6	1.8	4	1	1	16	1.1
34	Cc1ccccc1C(=O)NC=C1C(=O)OC(C)(C)OC1=O
 : -4	1	1	0	1.1	-1	1	1.2	-13	1.1
35	O=C(c1cc([N+](=O)[O-])ccc1Cl)N1CCN(c2ccc(F)cc2)CC1
 : -4	1	1.1	1	0.98	-4	1	1	2	1
36	Cc1cccc(NC(=O)c2ccc(S(=O)(=O)N3CCOCC3)cc2)n1
 : -6	1	1.2	-4	1.3	1	1	1.1	17	1
37	CC(C)C(NC(=O)CNC(=O)OC(C)(C)C)C(=O)NCc1ccc(Cl)cc1 (stereo not given)
 : 0	1	1.1	-1	1.1	-5	1.1	1	28	0.9
38	O=C(O)c1ccc(CSc2nnc(-c3ccncc3)n2-c2ccc(Br)cc2)cc1
 : -7	1	1.2	-4	1.3	-7	1.1	1.1	15	1
39	COc1ccc(C2=C(Nc3ccccc3)c3ccccc3C2=O)cc1
 : 6	0.9	0.6	15	1.1	0	1	0.9	-9	0.9
40	Cn1c(=O)c2c(nc(NCCc3ccccc3)n2Cc2ccc(F)cc2)n(C)c1=O
 : -11	1	1	-3	0.46	-4	1	0.9	-10	0.9
41	CCNS(=O)(=O)c1c(C)cc(N2CCCC2=O)cc1C
 : -16	1.1	0.9	-6	1.1	-5	1.1	0.9	9	1
42	Cc1cccn2c(CN(C)C3CCCc4ccccc43)c(C(=O)N3CCOCC3)nc12 (stereo not given)
 : -8	1	1.1	-5	1	-5	1	0.9	13	0.9
43	C=CCOC(=O)C1=C(C)NC(SCC(=O)OCC)=C(C#N)C1c1ccc(O)c(OC)c1 (stereo not given)
 : -8	1.1	0.9	-6	0.96	-5	1	0.9	14	0.8
44	O=C(CSC1=NCCN1)Nc1cccc([N+](=O)[O-])c1
 : 8	1	0.9	-1	0.82	-8	1.1	1.1	2	1.3
45	CCOC(=O)C1(Cc2cccc(Cl)c2)CCCN(C(=O)c2cccc(C)n2)C1 (stereo not given)
 : -2	1	1	-1	1.1	-2	1	0.8	13	0.9
46	Cc1c(NS(=O)(=O)c2ccc(NCCN3CCOCC3)c([N+](=O)[O-])c2)c(=O)n(-c2ccccc2)n1C
 : 8	0.9	0.9	11	0.83	0	1	1.1	-22	1
47	CC/C(=N\NC(=S)Nc1cc(C)ccc1C)c1ccc(OC(F)F)cc1
 : -41	1	1	5	0.92	-2	1	0.9	4	1
48	COc1ccc(CNC(=O)C23CN(Cc4ccccc4)CC2C(c2ccc([N+](=O)[O-])cc2)=NO3)cc1 (stereo not given)
 : 2	1	0.9	-2	0.87	-8	1.1	0.9	18	1
49	O=C(/C=C/Nc1nccs1)C(F)(F)Cl
 : 1	1	1.1	-1	0.71	-6	1.1	0.9	30	0.9
50	O=C(CN1C(=O)c2ccccc2C1=O)NCCc1c[nH]c2ccc(Cl)cc12
 : -14	1	1	-4	1.2	-8	1.1	1	1	0.9
51	O=C(COC(=O)CNC(=O)c1ccccc1F)Nc1cccc(S(=O)(=O)N2CCCCCC2)c1
 : -6	1	1.1	-5	1.1	0	1	0.9	0	0.9
52	Cc1nn(-c2ccc(C(=O)O)cc2)c(N)c1-c1ccccc1
 : -10	1	0.9	-5	4.9*	44	0.6	0.9	125	1
53	CC(Nc1[nH]c(=O)n(C)c(=O)c1N=O)c1ccccc1 (stereo not given)
 : -5	1	1	1	1	2	1	1.1	17	1
54	CCCCC(=O)Nc1cccc(C(=O)Nc2ccccc2C(=O)O)c1
 : -2	1	1.1	1	1.1	10	0.9	1	-5	1
55	COc1ccc(Cc2nnc(NC(=O)c3cccc([N+](=O)[O-])c3C)s2)cc1
 : -4	1	1	-4	1	-2	1	0.9	20	0.9
56	CCOc1ncccc1C(=O)Nc1ccc(S(=O)(=O)NC2=NCCCCC2)cc1
 : -12	1	1	-3	0.88	-3	1	1.1	-4	1
57	Cc1c(NC(=O)C(C)OC(=O)/C=C/c2ccc3c(c2)OCO3)c(=O)n(-c2ccccc2)n1C (stereo not given)
 : -4	1	1.1	3	1.3	9	0.9	0.9	-8	0.9
58	O=C(Nc1cccc(-c2nc3ccccc3c(=O)o2)c1)c1ccccc1
 : -5	1	0.9	-4	1	-3	1	1.2	17	1.2
59	COc1cccc(C(=O)O/N=C(\N)Cc2ccc(Cl)cc2)c1
 : -4	1	0.4	-2	1.3	-4	1	0.9	15	0.9
60	CCOC(=O)n1c(=O)n(Cc2ccccc2C)c2ccccc21
 : -6	1	1.1	-1	1.6	2	1	1	-9	1
61	Cn1cnnc1SCC(=O)NCc1cccc(C(F)(F)F)c1
 : -14	1	0.9	1	1.1	-2	1	0.9	9	0.9
62	CC1CCCN(C(=S)NCc2ccccc2)C1 (stereo not given)
 : -8	1	0.9	-2	1.1	-3	1	1	2	1.1
